Screens deposited in PubChem BioAssay by The Scripps Research Institute Molecular Screening Center.
CHRM1 antagonist – human CHRM1 antagonism. CHO-K1 hM1, Fluo-8 calcium fluorescence, ACh EC80 antagonist. inhibition, % at 3 µM. 1.3% of 360,000 active. AID 588852;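 active means percent inhibition above its own plate's cutoff, namely the mean of that plate's compound wells plus 3 SD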;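 further: peak over basal fluorescence ratio during 140 s after agonist addition; 0% = ACh EC80 plus DMSO and 100% = DMSO alone without agonist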
Target sequence (P11229 whole entry, looked up): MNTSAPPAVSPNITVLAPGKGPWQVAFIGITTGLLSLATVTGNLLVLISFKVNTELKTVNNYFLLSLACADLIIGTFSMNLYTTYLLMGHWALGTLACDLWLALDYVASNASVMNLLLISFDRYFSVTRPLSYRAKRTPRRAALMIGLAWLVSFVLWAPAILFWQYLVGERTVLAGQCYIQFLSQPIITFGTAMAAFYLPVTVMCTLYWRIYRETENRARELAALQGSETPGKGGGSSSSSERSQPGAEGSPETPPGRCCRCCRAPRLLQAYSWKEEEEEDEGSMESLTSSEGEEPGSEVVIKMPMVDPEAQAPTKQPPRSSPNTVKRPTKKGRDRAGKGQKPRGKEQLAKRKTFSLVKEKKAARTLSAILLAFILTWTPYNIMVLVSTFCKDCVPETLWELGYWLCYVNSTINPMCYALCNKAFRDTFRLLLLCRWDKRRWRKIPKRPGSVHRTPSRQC
M1 ag parental – M1 agonist counterscreen hit in parental CHO-K1 cells; Fluo-8 calcium fluorescence; scaled to maximal ATP response, vehicle zero; activation, % at 3 µM; 0.48% of 360,000 active; AID 602248; in the data active means activation above about 15%;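 further: untransfected CHO-K1 host cells lacking M1 receptor as counterscreen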
CHRM1 PAM – positive allosteric modulators of human M1 muscarinic receptor; P11229; CHO-K1 hM1, Fluo-8 calcium fluorescence, ACh EC20; 0% = ACh EC20, 100% = maximal ACh; activation, % at 3 µM; 0.088% of 360,000 active; in the data active means activation above about 19%, passing the limit was not always enough
M1 ag – activates human CHRM1 receptor; P11229; CHO-K1 hM1, Fluo-8 calcium fluorescence, agonist mode; 0% DMSO, 100% acetylcholine EC100; activation, % at 3 µM; 0.33% of 360,000 active; AID 588814;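 active means activation above the run's mean compound activation plus 3 SD, cut at about 16% in these data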;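 further: peak over basal fluorescence ratio within a 140 s kinetic read after compound addition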
CHO-K1 Ca antag – counter-screen for M1 antagonists: effect in parental CHO-K1 cells; inhibition, % at 3 µM; ATP-induced calcium, Fluo-8 fluorescence; 0.6% of 360,000 active;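 active means inhibition above a per-plate cutoff, the plate's mean sample inhibition plus 3 SD, cut at about 24% in these data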;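 further: 0% = DMSO plus EC80 ATP and 100% = DMSO alone without ATP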
M4 ag – agonists of human muscarinic M4 receptor (CHRM4) | CHO-K1 hM4/Gqi5, Fluo-8 calcium fluorescence; vehicle 0%, full acetylcholine response 100% | P08173 | activation, % at 3 µM | 0.14% of 360,000 active;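 active means activation above the run mean over all test wells plus 3 SD, cut at about 32% in these data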;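 further: peak over basal fluorescence ratio per well then scaled between controls; 0% = DMSO wells and 100% = acetylcholine at EC100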
Target sequence (P08173 whole entry, looked up): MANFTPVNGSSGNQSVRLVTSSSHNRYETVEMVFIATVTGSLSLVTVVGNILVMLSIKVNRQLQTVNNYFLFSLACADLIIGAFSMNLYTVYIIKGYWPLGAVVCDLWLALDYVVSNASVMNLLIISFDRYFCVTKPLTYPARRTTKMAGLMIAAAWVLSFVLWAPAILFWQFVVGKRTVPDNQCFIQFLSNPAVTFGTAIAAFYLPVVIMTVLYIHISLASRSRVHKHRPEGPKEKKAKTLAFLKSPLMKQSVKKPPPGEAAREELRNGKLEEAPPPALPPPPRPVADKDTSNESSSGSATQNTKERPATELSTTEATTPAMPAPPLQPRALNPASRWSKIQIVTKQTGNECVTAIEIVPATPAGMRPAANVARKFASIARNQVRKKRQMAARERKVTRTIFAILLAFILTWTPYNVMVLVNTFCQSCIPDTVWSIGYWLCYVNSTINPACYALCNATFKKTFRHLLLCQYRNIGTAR
CHO parental Ca – signal in parental CHO cells, OX1R antagonist counter-screen | parental CHO-K1, ATP-induced calcium, Fluo-8 fluorescence | inhibition, % at 5.6 µM | 0.63% of 330,000 active | AID 463079;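 active means inhibition above that plate's mean sample inhibition plus 3 SD, cut at about 26% in these data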;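 further: 0% = ATP-challenged DMSO wells and 100% = DMSO wells without ATP; some compounds past the cut are filed as inactive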
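Material: parental CHO cells / Compound: single nominal dose of 5.6 µM per compound / Signal: Fluo-8 fluorescence / Replicates: singlicate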
OXTR potentiator – human OXTR potentiation | P30559 | CHO-OTR cells, Fluo-8 calcium fluorescence, potentiator mode; 0% = oxytocin EC15, 100% = EC100 | activation, % at 3 µM | 0.061% of 320,000 active;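 active means activation above that plate's cutoff, the mean activation of tested compounds plus 3 SD, cut at about 6.6% in these data, passing the limit was not always enough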;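 further: 100% uses oxytocin at 75 nM as the full agonist control; some results filed as inactive read as strong as hits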
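Measured by – Fluo-8 calcium dye fluorescence · Test system – human OTR in CHO cells · Dosing – one concentration, 3.0 µM compound · Controls – EC15 oxytocin alone as 0%, 75 nM oxytocin as 100% · Evaluation – normalized max/min fluorescence ratio, % activation · Timing – 6 min pre-incubation, 100 s read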
M4 antag – antagonists of human muscarinic M4 receptor (CHRM4); P08173; CHO-hM4 cells, ACh EC80, Fluo-8 calcium fluorescence; inhibition, % at 3 µM; 0.73% of 360,000 active; AID 624125;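 active means inhibition above its plate's cutoff, the mean inhibition of sample wells plus 3 SD, cut at about 27% in these data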;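 further: 0% = acetylcholine EC80 with DMSO and 100% = DMSO without agonist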
* marks the source's active call; other numbers are inactive results; . = no result given.

[1] CCC1C(=O)c2ccccc2N(C)C1=O (stereo not given)
[2] O=C(N/N=C/c1cc(Br)cs1)C(O)c1ccccc1 (stereo not given)
[3] Cc1ccccc1C(=O)N1CCN(c2ncnc3c2cnn3-c2ccccc2)CC1
[4] COc1cccc(CC(=O)Nc2ccc3c(c2)c(=O)n(C)n3-c2ccc(C(C)(C)C)cc2)c1
[5] Cn1nc(C(=O)NNC(=O)c2ccc(Cl)cc2)ccc1=O
[6] CC1(c2nnc(-c3cccc(Cl)c3)o2)CC(c2ccc(Cl)cc2)=NO1 (stereo not given)
Screen / compound no.,1,2,3,4,5,6
CHRM1 antagonist,-4,-9,9,-10,-15,-1
M1 ag parental,0.5,0.5,7.1,0.4,0.1,-0.1
CHRM1 PAM,7,4,-3,4,10,2
M1 ag,-4,0,2,-4,-3,-3
CHO-K1 Ca antag,-1,1,-3,-3,2,-7
M4 ag,1,1,13,0,1,2
CHO parental Ca,-6,-16,-1,.,-14,-22
OXTR potentiator,2,2,-17,.,5,-8
M4 antag,9,-14,-5,-11,-5,-6

[7] O=C(CCC1CCCN(C(=O)c2ccoc2)C1)NCc1ccccc1F (stereo not given)
[8] O=C(c1ccc(N2C(=O)CCC2=O)cc1)N1CCOCC1
[9] COc1ccc(N2C(=O)NC3CC2(C)Oc2ccccc23)cc1OC (stereo not given)
[10] CCOC(=O)N1CCC(NC(=O)C(NS(=O)(=O)c2ccc3c(c2)CCN3C(C)=O)C(C)C)CC1 (stereo not given)
[11] CCN(CC)S(=O)(=O)c1cc([N+](=O)[O-])ccc1NNC(=O)Nc1ccccc1OC
[12] O=C(N/N=C/c1ccncc1)C12CC3CC(CC(C3)C1)C2
Screen / compound no.,7,8,9,10,11,12
CHRM1 antagonist,-7,-18,-12,-25,3,1
M1 ag parental,2.1,0.0,0.3,0.0,4.7,0.2
CHRM1 PAM,11,0,0,0,-2,1
M1 ag,-6,-2,-1,-4,-1,-6
CHO-K1 Ca antag,-3,-5,-1,-4,1,1
M4 ag,0,0,1,0,3,1
CHO parental Ca,11,-11,-9,-10,-11,-2
OXTR potentiator,0,-6,-1,-5,-11,-10
M4 antag,-2,7,0,3,3,4

[13] Cc1ccc(S(=O)(=O)Nc2ccc(-c3cn4ccc(C)cc4n3)cc2)cc1
[14] O=C(O)c1nc(-c2ccccc2)n(-c2cccc(C(F)(F)F)c2)n1
[15] CCOC(=O)c1c(C)[nH]c(C(=O)OCC(=O)Nc2cc(Cl)ccc2OC)c1C
[16] O=C(Cc1cccc(NC(=O)C2CCN(C(=O)C3CCCCC3)CC2)c1)Nc1cccc(C(=O)N2CCOCC2)c1
[17] CCn1c(SCC(=O)N2CCN(C(=O)c3ccco3)CC2)nnc1C(C)C
[18] O=C(O)c1ccccc1NC(=S)NC(NC(=O)c1ccccc1[N+](=O)[O-])C(Cl)(Cl)Cl (stereo not given)
Screen / compound no.,13,14,15,16,17,18
CHRM1 antagonist,-1,-17,-3,-13,-4,-3
M1 ag parental,0.2,-0.4,-0.1,-0.1,0.9,0.2
CHRM1 PAM,2,12,5,8,10,6
M1 ag,-8,0,-3,-9,-6,-3
CHO-K1 Ca antag,7,-6,-15,-15,2,-6
M4 ag,2,0,1,0,0,0
CHO parental Ca,-8,-14,-13,.,-5,-13
OXTR potentiator,-12,-9,-6,.,-4,-10
M4 antag,1,3,-6,-15,5,-3

[19] Cn1nc(C(=O)NCC2CCCO2)c2ccccc2c1=O (stereo not given)
[20] O=C(CCN1C(=O)/C(=C/c2ccc(F)cc2)SC1=S)NCCCn1ccnc1
[21] O=C(COC(=O)COc1ccc2ccccc2c1)NC1CCCc2ccccc21 (stereo not given)
[22] CC1(C(=O)Nc2cccc3cccnc23)CCN1Cc1cccc2c1OCO2 (stereo not given)
[23] CNC(=S)NNC(=O)c1sccc1C
[24] C/C(=N\Nc1ccc([N+](=O)[O-])cc1[N+](=O)[O-])c1ccc(-n2nncc2C(C)(C)C)cc1
Screen / compound no.,19,20,21,22,23,24
CHRM1 antagonist,10,2,-3,-5,-8,-2
M1 ag parental,0.0,12,3.4,-0.5,0.2,1.9
CHRM1 PAM,-4,1,8,5,10,1
M1 ag,-1,-1,-5,-4,-4,-8
CHO-K1 Ca antag,-11,9,-12,4,2,-9
M4 ag,1,8,7,-1,0,2
CHO parental Ca,-8,-16,1,.,3,-19
OXTR potentiator,-4,-11,-2,.,-4,-1
M4 antag,5,-4,9,-8,1,-6

One compound at a time, as listed above. Screens in order: CHRM1 antagonist	M1 ag parental	CHRM1 PAM	M1 ag	CHO-K1 Ca antag	M4 ag	CHO parental Ca	OXTR potentiator	M4 antag
O=C(CCN1C(=O)/C(=C/c2ccc(F)cc2)SC1=S)NCCCn1ccnc1 across the screens: 2	12	1	-1	9	8	-16	-11	-4
O=C(COC(=O)COc1ccc2ccccc2c1)NC1CCCc2ccccc21 (stereo not given) across the screens: -3	3.4	8	-5	-12	7	1	-2	9
CNC(=S)NNC(=O)c1sccc1C across the screens: -8	0.2	10	-4	2	0	3	-4	1
CC1(C(=O)Nc2cccc3cccnc23)CCN1Cc1cccc2c1OCO2 (stereo not given) across the screens: -5	-0.5	5	-4	4	-1	.	.	-8

Next part:
[25] O=S(=O)(c1cccc(COc2ccc(Cl)cc2Cl)c1)N1CCOCC1
[26] Cn1c(CCNS(=O)(=O)c2ccc(F)cc2)nnc1SCc1cccnc1
[27] CCOC(=O)C1(CCOC)CCN(C2C3CC4CC(C3)CC2C4)CC1 (stereo not given)
[28] Cc1c(N/C(=N/S(=O)(=O)c2cc([N+](=O)[O-])ccc2Cl)c2ccccc2)c(=O)n(-c2ccccc2)n1C
[29] N#Cc1ccc(Cl)cc1NC(=O)CNc1cccc(S(=O)(=O)N2CCCC2)c1
[30] O=C(CNS(=O)(=O)c1cccc2nsnc12)NC1CCCCC1
Screen / compound no.,25,26,27,28,29,30
CHRM1 antagonist,-12,-6,7,-1,0,-4
M1 ag parental,3.1,0.2,0.2,0.7,0.9,0.2
CHRM1 PAM,6,5,-8,11,1,2
M1 ag,-2,-8,-13,-14,-2,-4
CHO-K1 Ca antag,-7,-3,-1,-14,-1,-4
M4 ag,6,2,1,0,3,1
CHO parental Ca,-17,-2,-3,-7,.,-16
OXTR potentiator,-14,-4,-3,-3,.,-6
M4 antag,10,2,-13,6,-2,-3

[31] CC(=O)Oc1ccccc1N1C(=O)c2ccc(C(=O)O)cc2C1=O
[32] O=C(CSc1ncnc2sc3c(c12)CCCCC3)NCc1ccco1
[33] CCOC(=O)C1CCCCN1Cc1cn[nH]c1-c1ccc(F)cc1F (stereo not given)
[34] CC(C)c1c(C(=O)N/N=C/c2ccc(C(F)(F)F)cc2)nnn1-c1nonc1N
[35] CN(CC(=O)Nc1cccc(F)c1)C(=O)CCc1nc2cc(S(=O)(=O)N3CCOCC3)ccc2n1C
[36] c1ccc(N=NN2CCOCC2)cc1
Screen / compound no.,31,32,33,34,35,36
CHRM1 antagonist,6,-24,-4,-18,-5,-10
M1 ag parental,0.1,0.2,1.0,12,0.1,0.0
CHRM1 PAM,-6,9,2,21,10,7
M1 ag,0,-2,-6,21*,-5,-3
CHO-K1 Ca antag,8,10,6,-20,6,4
M4 ag,2,1,2,4,2,1
CHO parental Ca,2,-14,8,-38,-13,.
OXTR potentiator,-3,-3,8,-8,1,.
M4 antag,31*,-11,-13,-13,-1,-8

Screen by screen, as entered above.
Nos. 31–36 in M1 ag parental, in turn: 0.1, 0.2, 1.0, 12, 0.1, 0.0
Nos. 31–36 in CHO-K1 Ca antag, in turn: 8, 10, 6, -20, 6, 4

(cont.)
[37] COc1cc(CNC(=O)c2ccc3c(c2)S(=O)(=O)c2ccccc2C3=O)cc(OC)c1
[38] O=C(NCCc1cccc(F)c1)C1CCN(S(=O)(=O)c2ccccc2)CC1
[39] CS(=O)(=O)Nc1cccc(C(=O)OCCCOc2ccc(F)cc2)c1
[40] C=CCn1cc(C(=O)OC)c(=O)c2cc(S(=O)(=O)N(CC)CC)ccc21
[41] CCC(CC)C(=O)N(C)c1c(C)nc2c(OCc3ccc(F)c(F)c3)cccn12
[42] COc1cccc(N2CCN(c3ccc4nnc(CCC(=O)Nc5ccc(F)cc5)n4n3)CC2)c1
Screen / compound no.,37,38,39,40,41,42
CHRM1 antagonist,-10,-6,-2,-9,-10,1
M1 ag parental,0.8,3.1,9.4,0.2,0.8,0.9
CHRM1 PAM,6,6,0,1,0,1
M1 ag,-4,-4,-1,-4,-7,-1
CHO-K1 Ca antag,-11,-12,-12,-16,-5,-15
M4 ag,3,3,11,-1,2,1
CHO parental Ca,-13,-15,-8,-5,.,9
OXTR potentiator,-9,-7,-16,-7,.,-12
M4 antag,6,-6,-2,0,-5,3

[43] S=C1SCCCN1Cc1ccc(Cl)cc1
[44] CN(C)c1nc(Nc2ccc(Cl)cc2)nc(OCC#N)n1
[45] COc1ccc(Nc2nc(N(C)c3ccccc3)nc(N)c2[N+](=O)[O-])cc1
[46] FC(F)(F)c1nc2ccccc2n2c(-c3ccc(Cl)cc3Cl)nnc12
[47] CNC(=O)C12N=CNN=C1N(C)C(=O)N2C (stereo not given)
[48] O=C(Nc1ccc(Cl)cc1)c1cc(-c2cccs2)on1
Screen / compound no.,43,44,45,46,47,48
CHRM1 antagonist,-13,9,-3,-13,8,-23
M1 ag parental,2.2,0.9,2.6,-0.6,1.8,0.5
CHRM1 PAM,-3,-7,5,5,0,15
M1 ag,2,-5,-6,-6,-5,0
CHO-K1 Ca antag,-19,27*,-12,7,9,3
M4 ag,5,1,14,-1,0,1
CHO parental Ca,.,-6,-7,-11,-9,-7
OXTR potentiator,.,-13,-2,-8,-4,-7
M4 antag,-5,10,-3,-2,1,3

[49] CCN(CC)CCN(C(=O)c1ccccc1OC)c1nc2ccc(F)cc2s1
[50] COC(=O)CCCC1=CC2=CC(=O)C(C)(OC(=O)c3cccs3)C(=O)C2=CN1C1CC1 (stereo not given)
[51] Cc1ccc(CCNC(=O)C2CCCN(S(=O)(=O)c3cnc[nH]3)C2)cc1 (stereo not given)
[52] CCCc1cc(=O)[nH]c(SCCOc2ccc(Cl)cc2)n1
[53] COc1cc(/C=C/C(=O)N2CCN(c3n[nH]c(=O)[nH]c3=O)CC2)cc(OC)c1OC
[54] Cc1cc(OCCCCCn2ccnc2)cc(C)c1Cl
[55] CC(C)(C)c1cc(CCC(=O)NN)cc(C(C)(C)C)c1O
[56] CC1=CC(C)(C)N(C(=O)c2ccc(F)cc2)c2cc3c(cc21)OCO3
Screen / compound no.,49,50,51,52,53,54,55,56
CHRM1 antagonist,-2,-15,-4,-5,-8,21,-14,10
M1 ag parental,1.1,0.9,4.8,-0.1,0.0,3.4,1.8,4.9
CHRM1 PAM,-3,16,6,7,10,-10,13,8
M1 ag,-6,-5,-1,-5,-2,-6,0,18*
CHO-K1 Ca antag,-4,-14,9,-6,8,-12,-15,-5
M4 ag,8,0,0,0,0,9,0,7
CHO parental Ca,-6,-3,-6,0,-5,-9,-15,5
OXTR potentiator,-1,-2,2,-2,-14,-5,-11,-9
M4 antag,-12,-11,-10,-8,-10,-3,-12,-8
